# aSyn yeast rescue: inhibitors of alpha-synuclein toxicity in yeast; Potency, µM (doses to about 46.1 µM), for inactives: at the highest dose growth rescue (activation), most hits filed as activators; S. cerevisiae alpha-synuclein toxicity rescue, BacTiter-Glo growth, 24 h; AID 1347070; actives 0.02% (n = 94,000); active means well fitted activation curve with a large enough effect; inconclusive means small, poorly fitted or top-dose-only effect; further: 0% is about no effect
#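 Growth restoration measured by BacTiter-Glo luminescence after 24 hr at 30 deg C; alpha-synuclein yeast, raffinose-pregrown to mid-log, were added at OD600=0.02 in galactose medium onto pinned compounds.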
# * marks the source's active call; other numbers are inactive results; ? = inconclusive; [ ] = remark or other dose. Potency means the concentration at half of the fitted maximal effect. Some of the compounds tested. The share of hits here may be higher or lower than overall.
SMILES | aSyn yeast rescue
O=C(NCCCc1ccccc1)c1nn(-c2ccccc2)nc1CO | 7%
COc1cc(OC)c(NC(=O)N2CCC(CN3CCOCC3)CC2)cc1Cl | -14%
CSc1nc2c([nH]c3ccccc32)c(=O)n1-c1ccc(F)cc1 | 6%
CCCCn1c(-c2nonc2NC(=O)c2ccccc2Cl)nc2ccccc21 | 2%
COc1cccc(NC(=O)Cn2c(=O)ccc3cc(S(=O)(=O)N4CCC(C)CC4)ccc32)c1 | -1%
CN1C(=O)[C@H]2[C@@H](c3ccc(C(F)(F)F)cc3)N[C@]3(CCCN(CC4CCCCC4)C3=O)[C@H]2C1=O | -1%
CC(C)c1ccc2nc(SCC(=O)NCC3CCCO3)c(C#N)cc2c1 (stereo not given) | 0%
CN(CC(=O)Nc1ccc(Cl)cc1)C(=O)c1cccc(S(=O)(=O)N(C)C)c1 | -14%
CCN(CC)S(=O)(=O)c1ccc2c(c1)[nH]c(=S)n2CC | 0%
Cc1ccccc1Nc1nc(N)c(C(=O)c2ccccc2Cl)s1 | ?
O=C(CSc1ccccc1)NCc1ccc2c(c1)CCN2C(=O)c1ccc(Cl)cc1 | -4%
CSc1cccc(NC(=O)CN(C)S(=O)(=O)c2ccc3c(c2)CCCN3C(C)=O)c1 | 2%
O=C(COc1ccccc1Cl)NCCNC(=O)c1cccnc1 | -5%
COc1ccc(CN2C(=O)C(CC(=O)NCCN3CCOCC3)CC(C(=O)N(C(C)C)C(C)C)=C2C)cc1 (stereo not given) | 5%
CCOC(=O)c1cnc2c(C)cc(C)cc2c1Nc1ccc(N2CCOCC2)cc1 | -10%
O=C1[C@H]2[C@@H](c3ccc(C(F)(F)F)cc3)N[C@]3(CCCN(Cc4ccc(Cl)cc4)C3=O)[C@H]2C(=O)N1Cc1ccccc1 | 21%
CCCOC(=O)c1ccc(O)c(OC)c1 | -17%
O=c1cc(-c2ccc(F)cc2)nc(SCc2nc(-c3cccc(Cl)c3)no2)[nH]1 | -11%
N#CCCN(Cc1ccccc1)C(=O)CCC(=O)c1ccc(F)cc1 | 12%
Cn1cnc(S(=O)(=O)N2CCCC(C(=O)NCc3ccc(F)cc3)C2)c1 (stereo not given) | 5%
CC(=O)c1cccc(-n2c(CCC(=O)O)ccc2-c2ccccc2)c1 | ?
COc1ccccc1NCc1nnc2n1CCCCC2 | -7%
CCc1cccc(OCC(=O)Nc2ccc(C)c(S(=O)(=O)N3CCCCCC3)c2)c1 | -13%
COc1cc(OC)c(N(C)S(=O)(=O)c2cccc(C(=O)NC3=NCCS3)c2)cc1Cl | 7%
CC(C)(C)NC(=O)NC(=O)CN1c2cccc3cccc(c23)S1(=O)=O | -4%
O=C(CC1C(=O)N(c2ccccc2)C(=O)N1CCc1cccs1)Nc1ccc(Cl)cc1 (stereo not given) | 7%
Cc1cc2cc(CNC(=O)c3cccc([N+](=O)[O-])c3)ccc2n1C | 5%
CC(C)(C)c1ccc(-c2nnc(SCC(=O)NC3CCS(=O)(=O)C3)n2N)cc1 (stereo not given) | -7%
C[C@@H]1CCCCO[C@H](CN(C)Cc2ccc3c(c2)OCO3)[C@@H](C)CN([C@H](C)CO)C(=O)c2cc(NC(=O)c3ccccc3)ccc2O1 | 9%
CCN(CC)c1ccc(NC(=O)C2CCCN(S(=O)(=O)c3ccc4c(c3)oc(=O)n4C)C2)c(C)c1 (stereo not given) | -1%
CCOC(=O)c1[nH]c2c(c1Cc1ccccc1C)C(=O)CC(c1cc(OC)ccc1OC)C2 (stereo not given) | -2%
CC(=O)Nc1cccc(NC(=O)CSc2nc(=O)n(CCN3CCOCC3)c3c2CCC3)c1 | 3%
CCOC(=O)c1cccc(NC(=O)CCS(=O)(=O)c2ccc3c(c2)CCN3C(=O)CC)c1 | -7%
Cc1ccc(/C=N/NC(=O)COc2ccc(Cl)c(C)c2)o1 | -6%
CCC(=O)N1CCc2cc(CNC(=O)C(CC)c3ccccc3)ccc21 (stereo not given) | -4%
Cc1cc(C)c(S(=O)(=O)N2CCOC2CNC(=O)C(=O)NCCc2c[nH]c3ccccc23)c(C)c1 (stereo not given) | -7%
N=C1C(c2nc(-c3ccc(Br)cc3)cs2)=C(O)CN1NC(=O)c1ccc([N+](=O)[O-])cc1 | -7%
COC(=O)c1ccc(CN2C(=O)NC(c3ccccc3)(c3ccccc3)C2=O)o1 | 8%
CCC(C)N(C(=O)c1csnn1)C(C(=O)NC1CCCC1)c1c(F)cccc1Cl (stereo not given) | 7%
COc1ccc(C)cc1NC(=O)c1cc2c(=O)n3cccc(C)c3nc2s1 | -14%
CN(CC(=O)Nc1ccc(Cl)c(C(F)(F)F)c1)Cc1cc(=O)n2ccsc2n1 | -12%
CSCCC(NC(=O)c1ccc([N+](=O)[O-])cc1Cl)C(=O)OCC(=O)NCC(F)(F)F (stereo not given) | -4%
CN(C)c1ccc(CNC(=O)c2ccc3nc(CCc4ccccc4)oc3c2)cc1 | -43%[inhibitor]
Clc1ccc(-c2noc3ncnc(NC4CCCCC4)c23)cc1 | -6%
CC(C)(C)c1ccc(OCCSc2nc(-c3cccs3)nc3cc(=O)[nH]n23)cc1 | 0%
CCOCCn1c(CN2CCN(C(=O)c3ccco3)CC2)nc2c1c(=O)n(C)c(=O)n2C | -6%
Cc1c(C(=O)NCc2cccc(Cl)c2)sc2nc3n(c(=O)c12)CCC3 | -2%
CCOc1ccccc1CNC(=O)CCCn1ccc2cc(S(=O)(=O)N3CCCC3)ccc21 | 5%
CCN1C(=O)c2ccccc2S(=O)c2ccc(C(=O)N3CCN(c4cccc(C)c4)C(C)C3)cc21 (stereo not given) | 4%
O=c1c2c3c(sc2nc(NCCOCCO)n1Cc1ccco1)CCCCC3 | 5%
COc1ccc(CNC(=O)C(=O)NCC(c2cccs2)S(=O)(=O)c2cccs2)cc1 (stereo not given) | -1%
Cc1cc(C)nc(NS(=O)(=O)c2ccc(NC(=O)Cc3ccccc3)cc2)n1 | 0%
COc1ccc(-n2c(=O)c3c4c(sc3n(Cc3cc(C)ccc3C)c2=O)CN(C(C)=O)CC4)c(OC)c1 | 0%
COc1ccc(C(=O)Nc2ccccc2C(=O)OCc2cc(=O)n3nc(C4CC4)sc3n2)cc1 | -4%
CCCCNC(=O)C(CC)Sc1nnc(-c2ccc(F)cc2)c(-c2ccc(F)cc2)n1 (stereo not given) | 5%
O=C(NCCS(=O)(=O)N1CCN(c2ccccc2)CC1)C1CC(=O)N(c2ccc(F)cc2)C1 (stereo not given) | -2%
COc1ccc(C(C)(C)C)cc1NC(=O)c1[nH]c(C)c(C(C)=O)c1C | 4%
O=C(Nc1ccc(F)cc1)c1ccc2snnc2c1 | -9%
O=C(COC(=O)C1CCC1)c1c[nH]c2ccccc12 | -2%
Cn1c(SCc2ccc(F)cc2)nc2ccc(C(=O)NCc3ccc(Cl)cc3)cc21 | -11%

# Reformatted as labelled records: 3 of the compounds above
CN(CC(=O)Nc1ccc(Cl)c(C(F)(F)F)c1)Cc1cc(=O)n2ccsc2n1
  aSyn yeast rescue = -12%

COc1ccc(C(C)(C)C)cc1NC(=O)c1[nH]c(C)c(C(C)=O)c1C
  aSyn yeast rescue = 4%

CN(C)c1ccc(CNC(=O)c2ccc3nc(CCc4ccccc4)oc3c2)cc1
  aSyn yeast rescue = -43%[inhibitor]

# Reprinted at random: 7 entries already listed.
SMILES | aSyn yeast rescue
Cc1c(C(=O)NCc2cccc(Cl)c2)sc2nc3n(c(=O)c12)CCC3 | -2%
CCN1C(=O)c2ccccc2S(=O)c2ccc(C(=O)N3CCN(c4cccc(C)c4)C(C)C3)cc21 (stereo not given) | 4%
Cc1cc(C)c(S(=O)(=O)N2CCOC2CNC(=O)C(=O)NCCc2c[nH]c3ccccc23)c(C)c1 (stereo not given) | -7%
O=c1c2c3c(sc2nc(NCCOCCO)n1Cc1ccco1)CCCCC3 | 5%
O=C(Nc1ccc(F)cc1)c1ccc2snnc2c1 | -9%
CCOCCn1c(CN2CCN(C(=O)c3ccco3)CC2)nc2c1c(=O)n(C)c(=O)n2C | -6%
O=C(NCCS(=O)(=O)N1CCN(c2ccccc2)CC1)C1CC(=O)N(c2ccc(F)cc2)C1 (stereo not given) | -2%

# More results
SMILES | aSyn yeast rescue
COc1cc(NC(=O)c2cn(C3CCCC3)c(=O)c3c2c2ccccc2n3C)cc(OC)c1OC | 7%
Cc1ccc2c(=O)c(C(=O)c3ccccc3)cn(CC(=O)Nc3ccc(C)c(Cl)c3)c2n1 | -4%
O=C(O)COc1c(-c2ccc(Cl)cc2)oc2ccccc2c1=O | 12%
COc1ccc(CNC(=O)C2CCCN(S(=O)(=O)c3ccc(-n4cnnn4)cc3)C2)cc1 (stereo not given) | -6%
COC(=O)c1ccc(NC(=O)Cc2coc3cc(C)ccc23)cc1 | -13%
Cc1oc(-c2ccccc2Cl)nc1CS(=O)(=O)CC(=O)NC1CCCC1 | -1%
Cn1c(CNC(=O)CSc2n[nH]c(-c3ccccc3)n2)nc2ccccc21 | 4%
Cc1cccc(NC(=O)c2ccccc2-c2ccccc2)c1 | 7%
CC(=O)N1c2ccccc2C(=O)C1N1CCN(c2cccc(Cl)c2)CC1 (stereo not given) | -2%
COCCCN1C(=O)c2[nH]nc(-c3ccccc3O)c2C1c1ccc(OC)cc1 (stereo not given) | 3%
CC(NC(=O)c1cccc(NC(=O)c2nsc3ccccc23)c1)c1ccccc1 (stereo not given) | -22%
Cc1c(NC(=O)c2cc3ccccc3o2)cccc1-n1cnnn1 | 12%
Cc1ccccc1CNC(=O)c1ccc(CN2CC(=O)N3CCCCC3C2=O)cc1 (stereo not given) | -12%
N#Cc1ccc(OCC(=O)Nc2cccc(S(=O)(=O)NC3=NCCCCC3)c2)cc1 | -7%
CC1=C(C(=O)N(C(C)C)C(C)C)CC(CC(=O)NC2CCCCC2)C(=O)N1Cc1ccccc1 (stereo not given) | -8%
NS(=O)(=O)c1cc(C(=O)OCC(=O)NC2CCCCCCC2)ccc1Cl | 7%
Cc1ccc(CSCCC(=O)N2CCN(c3cc(C)ccc3C)CC2)cc1 | ?
Cc1ccc(C)c(S(=O)(=O)n2nc(C)c(S(=O)(=O)N3CCC(C)CC3)c2C)c1 | 1%
O=C(c1cccc([N+](=O)[O-])c1)N1CCN(C(=O)c2ccco2)CC1 | 1%
COc1cc(/C=C/C(=O)OCC(=O)Nc2sc3c(c2C#N)CCC(C)C3)ccc1OCC#N (stereo not given) | -1%
O=C(NCCC1=CCCCC1)C1CCN(S(=O)(=O)c2ccccc2C(F)(F)F)CC1 | 3%
NC(=O)Cc1ccc(OCc2nn[nH]n2)cc1 | 6%
CNS(=O)(=O)c1cccc(C(=O)OCC(=O)N2CCCC2)c1 | -6%
O=C(/C=C/c1ccco1)NC(=S)N1CCCCC1 | 15%
CC(C)Cn1c(S(=O)(=O)O)nc2ccccc21 | 3%
COc1cc(OC)cc(-c2nc3nc(C)c(CCC(=O)Nc4cc(F)ccc4F)c(C)n3n2)c1 | -3%
O=C(N/N=C/c1cc2ccccc2nc1Cl)c1ccncc1 | 0%
CC(C)OC(=O)N(C)C[C@H]1OCc2cnnn2CCCC(=O)N([C@H](C)CO)C[C@H]1C | 5%
COc1cc(/C=C2/NC(=O)NC2=O)cc(Br)c1OCc1ccc(C(=O)O)cc1 | -3%
CCOc1ccccc1NC(=O)CN1C(=O)COc2ccc(S(=O)(=O)N3CCOCC3)cc21 | -1%
Cc1ccccc1C(=O)Nc1ccccc1C(=O)NCC(C)C | -39%[inhibitor]
CCN(C(=O)c1cccs1)C1CCS(=O)(=O)C1 (stereo not given) | -12%
CN(C(=O)CSc1nc(-c2ccccc2)no1)c1ccc(F)cc1 | 10%
COc1ccc(N(CC(=O)NCCc2ccc(Cl)cc2)S(=O)(=O)c2c(C)nn(C)c2C)cc1 | 6%
CNC(=O)C1CCN(c2nc3ccccc3nc2C(F)(F)F)CC1 | 1%
O=C(Nc1cccc(F)c1)N1CCC(n2c(=O)[nH]c3ccccc32)CC1 | -9%
CCN(c1ccccc1)S(=O)(=O)c1ccc(Cl)c(NC(=O)COC(=O)c2ccc[n+]([O-])c2)c1 | 2%
COC(=O)c1cc2occc2n1CC(=O)Nc1cccc(SC)c1 | 0%
Cc1ccc(-n2nnc3c(=O)n(CC(N)=O)cnc32)cc1 | 4%
COc1ccc(CNC(=O)CSc2n[nH]c(-c3ccc(OC)cc3)n2)cc1 | -1%
CCn1c(=O)cc(OCC(=O)N2CCN(c3ccc(F)cc3)CC2)c2ccccc21 | 9%
CN1CCN(Cc2cn[nH]c2-c2ccc(F)cc2F)[C@@H](c2ccccc2)C1 | -8%
CS/C(=C\C(=O)c1ccco1)Nc1ccccc1Cl | -19%
CCOC(=O)c1c(S(=O)(=O)N2CCC(C(=O)Nc3ccc(C)cn3)CC2)c(C)n(C)c1C | 7%
Cc1ccc(C(=O)N2CCCC(C(=O)c3ccc(Oc4ccccc4)cc3)C2)cn1 (stereo not given) | -4%
C/C(=N\NC(=O)Cn1nc(C)c([N+](=O)[O-])c1C)c1ccc(Cl)s1 | 8%
Fc1ccccc1-n1ncc2c1ncn1nc(COc3ccc(Cl)cc3)nc21 | 4%
CCOc1ccc(C(=O)Nc2cc(-c3nc4ccccc4s3)ccc2OC)cc1 | -12%
COc1ccccc1NC(=O)N1CCOc2ccccc21 | 3%
Fc1ccc(SCCc2ccccn2)cc1 | 9%
CNC(=O)C[C@H]1C(=O)N(C2CCCCC2)C[C@@H]1c1ccc(Br)cc1 | -1%
Cc1ccc(C(=O)COC(=O)c2cccc(NC(=O)c3ccc(Br)cc3)c2)cc1 | 3%

# Screening results: PubChem BioAssay, National Center for Advancing Translational Sciences (NCATS)
